Compound activity deposited in PubChem by National Center for Advancing Translational Sciences (NCATS).
TSHR antag: human thyrotropin receptor antagonism; P16473; TSHR-expressing cells, TSH-stimulated cAMP HTRF, 2 h; stronger effect = lower value; activity change, negative = inhibition, % at 11.5 µM; 0.2% of 330,000 active;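 active = activity change below a set negative limit, meaning inhibition stronger than a set level, cut at about -70% in these data; inconclusive = activity change between two set negative limits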; also: % is scaled to controls: 0 for no effect and ±100 for the full control effect
Target sequence (P16473 whole entry, looked up): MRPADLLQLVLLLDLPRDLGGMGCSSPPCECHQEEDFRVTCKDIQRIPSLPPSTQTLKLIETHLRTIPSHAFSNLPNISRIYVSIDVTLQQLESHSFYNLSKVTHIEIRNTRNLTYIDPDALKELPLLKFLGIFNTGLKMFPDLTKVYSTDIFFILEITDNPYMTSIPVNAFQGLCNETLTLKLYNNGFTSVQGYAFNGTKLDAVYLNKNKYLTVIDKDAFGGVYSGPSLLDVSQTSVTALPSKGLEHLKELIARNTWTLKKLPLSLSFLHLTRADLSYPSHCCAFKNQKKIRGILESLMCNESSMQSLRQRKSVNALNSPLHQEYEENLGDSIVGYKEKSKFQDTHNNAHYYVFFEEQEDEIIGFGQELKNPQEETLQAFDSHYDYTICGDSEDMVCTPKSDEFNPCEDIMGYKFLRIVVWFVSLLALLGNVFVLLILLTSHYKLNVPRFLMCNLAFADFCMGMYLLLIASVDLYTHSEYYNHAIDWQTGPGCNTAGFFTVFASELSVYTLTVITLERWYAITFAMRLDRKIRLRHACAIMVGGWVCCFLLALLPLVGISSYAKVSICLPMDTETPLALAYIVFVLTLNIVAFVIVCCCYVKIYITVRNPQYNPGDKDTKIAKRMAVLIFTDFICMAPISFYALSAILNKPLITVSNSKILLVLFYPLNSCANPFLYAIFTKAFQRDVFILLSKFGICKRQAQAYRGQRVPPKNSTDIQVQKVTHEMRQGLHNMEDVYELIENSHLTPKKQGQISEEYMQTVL
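Cell-based HTRF cAMP assay; TSHR cells + compound, TSH EC80 (4nM final), 2 h, 37 deg C. Lysis with anti-cAMP cryptate and cAMP-d2, 30 min RT, read 665/620 nm.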
Mito fusion yeast: blocks mitochondrial division or promotes mitochondrial fusion | S. cerevisiae fusion-defective mutant growth rescue, CellTiterGlo 48 h | Potency, µM (highest dose often 46.1 µM), for inactives: at the top dose growth rescue (activation), hits mostly activators | 0.23% of 320,000 active | AID 485298;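 also: potency is read from the fitted curve at half-maximal effect; % of control where 0% means no effect; nearly all actives have a fitted effect of over 45% in size; temperature-sensitive fusion mutants such as fzo1-1 at 37 °C on non-fermentable ethanol glycerol medium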
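Compounds are tested for their ability to restore growth of mitochondrial fusion-defective yeast strains at non-permissive 37C in YPEG medium over 48 hours. Viability is quantified by luciferase luminescence.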
USP2a inh: inhibitors of human ubiquitin-specific protease USP2a; O75604; 0.01% of 330,000 active; AID 463254; Potency, µM (series often up to 38.3 µM), without a hit: top-dose activity change, negative = inhibition, most hits filed as inhibitors; USP2 core, Ub-CHOP2 coupled fluorogenic reporter, 485/531;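 also: potency is read from the fitted curve at half-maximal effect; plate controls were DMSO wells for no effect and full inhibition by NEM control for full effect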
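Cell-free coupled assay: 10nM USP2 core preincubated 30min RT with compound in Tris-HCl pH 8.0/CaCl2/CHAPS buffer, then 25nM Ub-CHOP2 and 25nM reporter substrate; fluorescence (Ex 485/Em 531) read after 60min RT, normalized to NEM inhibition, concentration-response curves fitted.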
ELG1 repair inh: blocks ELG1-dependent DNA repair in HEK293T cells. HEK293T ELG1-luciferase reporter, luminescence, 16 h; DNA damage induced by 5-fluorouridine. Potency, µM (highest dose often 46.1 µM), for the others: top-dose activity change, negative = inhibition, hits mostly inhibitors. 2.3% of 330,000 active; also: potency is read from the fitted curve at half-maximal effect; % is scaled to controls: 0 for no effect and ±100 for the full control effect; nearly all actives have a fitted effect of over 55% in size
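Quantitative HTS, concentration-response format. 2,000 cells/well co-treated with 5-fluorouridine and compound, 16 hr in 5% CO2 at 37 °C; ONE-Glo luminescence read after 30 min.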
hERG WT inh: KCNH2 (human, wildtype) channel inhibition; AID 720551; Q12809; 0.37% of 340,000 active; U2OS, BacMam KCNH2, thallium flux FluxOr; stronger effect = lower value; activity change, % at 1.84 µM;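 active = maximum activity change below -70%; inconclusive = maximum activity change between -70% and -50%; inactive = maximum activity change above -50%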; also: % is scaled to controls: 0 for no effect and ±100 for the full control effect
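U2OS cells transduced with wild-type KCNH2 virus are loaded with FluxOr dye for 45 min, and thallium flux is measured in kinetic reads before and after stimulation buffer. Rate constants are normalized to DMSO controls.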
TCR activator: activators of T cell receptors; primary human leukocytes, anti-CD3, IL-2 HTRF, 48 h; Potency, µM (top dose mostly 9.22 µM), for the others: at the top dose activation of IL-2 secretion, hits mostly activators; 330,000 tested, under 10 active; AID 504894; also: % of control where 0% means no effect
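HTRF read-out of IL-2 secretion: europium cryptate donor excited at 320nm, d2 acceptor emission at 665nm. Cells were primary human leukocytes incubated 48 hr with compounds and a-CD3 beads, supplying TCR signal only.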
KCNH2 3.1 block: blocks the human KCNH2 3.1 channel isoform | U2OS KCNH2 3.1, thallium flux FluxOr; stronger effect = lower value | activity change, % (tested at about 1.8 µM) | 0.95% of 340,000 active | AID 720553;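 active = maximum activity change below -70%; inconclusive = maximum activity change from -70% to -50%; inactive = maximum activity change above -50%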;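 also: thallium influx rate constant from kinetic fluorescence after stimulation buffer; % is scaled to controls: 0 for no effect and ±100 for the full control effect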
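Thallium flux read-out: FluxOr dye with Red40 quencher in HBSS/HEPES, 45 min at RT. Rate constants from kinetic reads were normalized to positive and negative DMSO controls. Cells: U2OS virally expressing the 3.1 isoform.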
Eya2 inh: blocks the phosphatase activity of human Eya2. AID 488837. Potency, µM (top dose mostly 76.9 µM), inactives show at the top dose activity, negative = inhibition, hits mostly inhibitors. 0.006% of 330,000 active. recombinant Eya2, OMFP fluorescence dephosphorylation (OMFP is methylfluorescein phosphate). O00167; also: potency is read from the fitted curve at half-maximal effect; % is scaled to controls: 0 for no effect and ±100 for the full control effect
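Eya2 protein (added as 0.2 uM solution) was preincubated with compound for 10 min at ambient temperature in 50 mM HEPES pH 7.5, 50 mM NaCl, 5 uM MgCl2, 0.05% BSA, 1 mM DTT. OMFP (added at 50 uM) then reacted 10 min; fluorescence read at 485/525 nm.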
A-T KAP1 phos: candidate therapy for ataxia-telangiectasia; […] A-T fibroblasts, KAP-1 phosphorylation AlphaLISA; neocarzinostatin DNA damage 30 min before lysis; Potency, µM (series often up to 57.5 µM), without a hit: at the top dose activation, usual class: activators; 0.19% of 320,000 active; also: potency is read from the fitted curve at half-maximal effect; % of control where 0% means no effect; nearly all actives have a fitted effect of over 45% in size
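ATM-like activity read as KAP-1 phosphorylation via AlphaLISA donor/acceptor antibody pairs after lysis and 6 hr at 25C. Cells were ATM-null patient fibroblasts ([…], hTERT), dosed 60 min, then exposed to the DSB inducer NCS for 30 min.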
TRPV1 ag: activates the human vanilloid receptor TRPV1; Q8NER1; 0.19% of 320,000 active; AID 540275; TRPV1-expressing cells, Fluo-8 calcium influx, agonist mode; activation, % at 8.33 µM; in the data active = activation above about 80%; inconclusive = between about 30% and that limit; also: 0% is about no effect
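Fluo-8 calcium influx in TRPV1-expressing cells, kinetic read (ex 480/em 520 nm). Compound added and read 3 min for agonist activity, followed by capsaicin at EC20 final and 2 min further read for enhancement.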
Active calls of the source: *; ? = inconclusive; nt = not tested or not shown; [ ] = another dose, or the depositor's remark. Unless noted, calls follow the shape of the dose curve; as a rule, active = well fitted curve in the direction sought with a large enough effect; inconclusive = small, poorly fitted or top-dose-only effect, or another doubt; inactive = no such curve, though single readings can be large; an effect the other way counts as inactive or inconclusive. Only part of the results is shown (hit frequency here may not be typical).

Short forms: A = TSHR antag; B = Mito fusion yeast; C = USP2a inh; D = ELG1 repair inh; E = hERG WT inh; F = TCR activator; G = KCNH2 3.1 block; H = Eya2 inh; I = A-T KAP1 phos; J = TRPV1 ag
> Cc1ccc(N2CC(NC(=O)C(=O)c3c(C)[nH]c4ccccc34)CC2=O)cc1C (stereo not drawn)
  A: 1	B: -6%	C: 3%	D: -17%	E: -1	F: -1%	G: 3	H: -13%	I: -19%	J: 4

> O=C(NCCCNC(=O)c1ccco1)c1cccc(F)c1
  A: 45	B: -7%	C: 0%	D: 14%	E: 2	F: 4%	G: 14	H: 3%	I: 5%	J: -1

> Cc1ccc(-c2cc(C(=O)NCCCn3ccnc3)c3cc(Br)ccc3n2)o1
  A: 18	B: -3%	C: -2%	D: 1%	E: 1	F: 6%	G: -4	H: -12%	I: 1%	J: 1

> O=C(Cn1cnc2c(nnn2-c2ccc(F)cc2)c1=O)N1CCCc2ccccc21
  A: 5	B: 15%	C: 0%	D: -28%	E: 8	F: -7%	G: -5	H: 14%	I: -11%	J: 14

> CC1(C)C(=O)Nc2ccccc2N1C(=O)COc1ncnc2ccccc12
  A: 0	B: -7%	C: -1%	D: 8%	E: 12	F: -20%	G: 0	H: -2%	I: 1%	J: -7

> O=C(O)c1ccc(S(=O)(=O)N(Cc2ccc(F)cc2)C2CCCCC2)cc1
  A: -7	B: 2%	C: -1%	D: -6%	E: -1	F: -1%	G: -17	H: 7%	I: 5%	J: 5

> C(=N\N1CCN(C2c3ccccc3-c3ccccc32)CC1)/c1cccnc1
  A: 8	B: 0%	C: 0%	D: 2%	E: 2	F: 2%	G: 4	H: -14%	I: -4%	J: -2

> O=C(COc1c(F)c(F)cc(F)c1F)NNC(=O)CC1CCS(=O)(=O)C1 (stereo not drawn)
  A: -3	B: nt	C: 0%	D: 8%	E: 4	F: -1%	G: 3	H: 0%	I: 2%	J: nt

> CCN(CC)CCNC(=O)c1cc2ccccc2nc1Cl
  A: -1	B: -5%	C: 1%	D: 8%	E: -5	F: -11%	G: -11	H: -9%	I: 2%	J: 2

> O=C(CC12CC3CC(CC(C3)C1)C2)NCO
  A: 5	B: 9%	C: 2%	D: ?	E: 4	F: -40%	G: -15	H: 5%	I: 4%	J: 3

> Cn1c(-c2c(N)n(C3CCCC3)c3nc4ccccc4nc23)nc2ccccc21
  A: 4	B: 3%	C: 2%	D: ?	E: -11	F: nt	G: -24	H: 4%	I: 25%	J: 8

> O=C(CCC(=O)N1CCc2ccccc2C1)NCCc1ccc(Cl)cc1
  A: -14	B: 5%	C: -1%	D: -1%	E: 8	F: 0%	G: -3	H: -17%	I: 2%	J: 7

> CCCc1nn(C)c2c(=O)[nH]c(-c3cc(S(=O)(=O)N(CCO)CCO)ccc3OCC)nc12
  A: -19	B: -6%	C: 6%	D: 0%	E: -1	F: 0%	G: 10	H: 10%	I: 7%	J: -7

> CC1(C)C=C(c2ccc(C=O)s2)CC(C)(C)N1C=O
  A: -6	B: -8%	C: 1%	D: 14%	E: 6	F: -2%	G: 17	H: 6%	I: 1%	J: 1

> CCCc1cc(=O)[nH]c(SCCc2ccccc2)n1
  A: -5	B: 7%	C: 0%	D: 14%	E: -3	F: 0%	G: -1	H: 4%	I: 2%	J: 3

Short forms: A = TSHR antag; B = Mito fusion yeast; C = USP2a inh; D = ELG1 repair inh; E = hERG WT inh; F = TCR activator; G = KCNH2 3.1 block; H = Eya2 inh; I = A-T KAP1 phos; J = TRPV1 ag
> COc1ccc(NC(=O)CN(C)C(=O)CNC(=O)c2ccc3c(c2)OCO3)cc1
  A: 14	B: -2%	C: 1%	D: 14%	E: -4	F: 0%	G: -12	H: 7%	I: -1%	J: -1

> COc1ccc(/C(N)=N/OC(=O)Oc2ccccc2)cc1
  A: 11	B: -2%	C: 2%	D: 10%	E: -10	F: 7%	G: 5	H: -5%	I: 7%	J: -6

> Cc1ccc(NC(=O)Cn2cnc3c(OCc4ccccc4)ncnc32)cc1C
  A: -5	B: nt	C: 1%	D: -2%	E: -10	F: -59%	G: 3	H: -13%	I: 9%	J: nt

> C=CCCN(C(CC(C)C)C(=O)OC)S(=O)(=O)c1ccccc1Br (stereo not drawn)
  A: -14	B: -49%[inhibitor]	C: 1%	D: -7%	E: -1	F: 4%	G: -20	H: -17%	I: 11%	J: 10

> O=C(CCn1nnnc1CN1CCOCC1)N1CCC(c2cccc(Cl)c2)C1 (stereo not drawn)
  A: -13	B: 1%	C: -4%	D: 1%	E: -17	F: 3%	G: 12	H: -13%	I: 7%	J: 8

> CCON1C(=O)CN(C(=O)OC)C1c1ccc(Cl)cc1Cl (stereo not drawn)
  A: -2	B: 1%	C: 3%	D: ?	E: -2	F: -1%[46.1 µM]	G: 12	H: -1%	I: nt	J: 0

> Cc1ccc(C)c(NC(=O)c2ccc(S(=O)(=O)C(F)F)cc2)c1
  A: -7	B: 9%	C: 6%	D: 1%	E: -4	F: -1%[46.1 µM]	G: 15	H: 1%	I: 7%	J: ?

> NC(N)=NS(=O)(=O)c1ccc(NC(=S)Nc2ccc(F)cc2)cc1
  A: 8	B: -2%	C: 3%	D: 8%	E: 3	F: 2%	G: -4	H: -1%	I: 20%	J: 4

> CCN(CC)CCNC(=O)c1cc2c(=O)n(C)c3ccccc3c2s1
  A: 5	B: -4%	C: -1%	D: ?	E: 10	F: -65%	G: 5	H: 2%	I: -14%	J: 2

> Cc1[nH]c2ccccc2c1/C=N/NC(=O)c1cc(-c2ccncc2)nc2ccccc12
  A: 30	B: 0%	C: 0%	D: ?	E: 3	F: 1%	G: 14	H: -27%	I: -10%	J: -3

> COC(=O)C(=C/C(C)=C/c1cccs1)C(=O)OC
  A: 6	B: -13%	C: -3%	D: -15%	E: 5	F: -8%	G: 1	H: 0%	I: 15%	J: 13

> O=C(CN(Cc1ccccc1)C(=O)CNS(=O)(=O)c1ccccc1)NCC1CCCO1 (stereo not drawn)
  A: 26	B: -3%	C: -2%	D: 6%	E: -1	F: -1%	G: -8	H: -2%	I: -4%	J: 0

> COc1cccc(NC(=O)COC(=O)c2ccccc2C(=O)N2CCN(c3ccccc3)CC2)c1
  A: -9	B: 1%	C: -2%	D: ?	E: 12	F: nt	G: -1	H: ?	I: 1%	J: -1

> COc1ccc(CCC(=O)Nc2ccccc2C(F)(F)F)cc1
  A: -5	B: -1%	C: 1%	D: -4%	E: -2	F: 11%[46.1 µM]	G: 8	H: -4%	I: 1%	J: 10

> O=[N+]([O-])c1cccnc1Oc1ccc(F)cc1F
  A: -1	B: 2%	C: 0%	D: -8%	E: 1	F: 4%	G: -4	H: 2%	I: 2%	J: -1

Results follow in this order: TSHR antag, Mito fusion yeast, USP2a inh, ELG1 repair inh, hERG WT inh, TCR activator, KCNH2 3.1 block, Eya2 inh, A-T KAP1 phos, TRPV1 ag
Cc1ncc(CN2CCCCC2C(=O)Nc2ccc(Oc3ccccc3)nc2)cn1 (stereo not drawn)
  12, -1%, 1%, 29%, -2, -1%, -12, -11%, 6%, 5
COc1ccc(-c2noc(CCC(=O)Nc3cccnc3)n2)cc1OC
  4, -3%, 0%, -11%, -1, 6%, -2, 1%, 8%, 16
O=C(NCc1nnnn1-c1ccc(F)c(F)c1)C(=O)c1c[nH]c2ccccc12
  -10, -7%, -1%, -4%, 2, -11%, -7, 12%, 9%, -2
Nc1nnnn1/N=C/c1cccc(O)c1
  -4, 0%, 3%, ?, 2, -7%, 10, 0%, -4%, -2
CC(=O)c1nnn(-c2ccc([N+](=O)[O-])cc2C)c1C
  0, 2%, 5%, 5%, 6, -7%, 5, 2%, 9%, 2

No new results follow: seven of the compounds above.
Results follow in this order: TSHR antag, Mito fusion yeast, USP2a inh, ELG1 repair inh, hERG WT inh, TCR activator, KCNH2 3.1 block, Eya2 inh, A-T KAP1 phos, TRPV1 ag
COC(=O)C(=C/C(C)=C/c1cccs1)C(=O)OC
  6, -13%, -3%, -15%, 5, -8%, 1, 0%, 15%, 13
O=C(CN(Cc1ccccc1)C(=O)CNS(=O)(=O)c1ccccc1)NCC1CCCO1 (stereo not drawn)
  26, -3%, -2%, 6%, -1, -1%, -8, -2%, -4%, 0
COc1cccc(NC(=O)COC(=O)c2ccccc2C(=O)N2CCN(c3ccccc3)CC2)c1
  -9, 1%, -2%, ?, 12, nt, -1, ?, 1%, -1
COc1ccc(CCC(=O)Nc2ccccc2C(F)(F)F)cc1
  -5, -1%, 1%, -4%, -2, 11%[46.1 µM], 8, -4%, 1%, 10
O=[N+]([O-])c1cccnc1Oc1ccc(F)cc1F
  -1, 2%, 0%, -8%, 1, 4%, -4, 2%, 2%, -1
Cc1ncc(CN2CCCCC2C(=O)Nc2ccc(Oc3ccccc3)nc2)cn1 (stereo not drawn)
  12, -1%, 1%, 29%, -2, -1%, -12, -11%, 6%, 5
COc1ccc(-c2noc(CCC(=O)Nc3cccnc3)n2)cc1OC
  4, -3%, 0%, -11%, -1, 6%, -2, 1%, 8%, 16
